# Bioassay records from PubChem.
# SMN2 splice up = increases expression of the SMN2 splice variant; HEK293 SMN2-luciferase splicing reporter, luminescence, 30-36 h; Potency, µM (top dose mostly 46.1 µM), for the others: at the highest dose activity change, positive = activation, most hits filed as activators; actives 2.8% (n = 210,000); AID 1458; further: % of control where 0% means no effect; nearly all actives have a fitted effect of over 55% in size
#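 HEK293 cells carry an SMN2 […]–luciferase reporter in which exon 7 inclusion puts luciferase in frame. Cells were plated 10-12 h before compound addition, then incubated 30-36 h at 37C. ONE-Glo luminescence was read; sodium butyrate at 4.5 mM final served as control.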
# HttQ103 aggreg = inhibitors of mutant huntingtin aggregate formation in PC12 cells | Potency, µM (top dose mostly 46.1 µM), without a hit: at the top dose activity change, negative = inhibition, most hits filed as inhibitors | AID 1688 | actives 1.1% (n = 220,000) | PC12 HttQ103-GFP aggregates, Acumen cytometry, 40 h; further: on the % scale 0 is the no-effect control and ±100 the full control effect; nearly all actives have a fitted effect of over 60% in size
#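 Ecdysone-promoter PC12 model expressing HTT exon 1 Q103 fused to GFP, induced by tebufenozide at 100 nM final. Compounds titrated; aggregates sized 1–25 µm scored on a 488 nm laser cytometer.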
# Tau fibril FP = tau fibrillization inhibition (FP). P10636. K18 P301L tau heparin fibrillization, Alexa594 FP, 6 h. Potency, µM (series often up to 57.7 µM), inactives show at the highest dose activity, negative = inhibition, actives largely listed as inhibitors. actives 0.39% (n = 280,000). AID 1468; further: on the % scale 0 is the no-effect control and ±100 the full control effect; nearly all actives have a fitted effect of over 55% in size
# Target sequence (P10636 561-689 P618L limits assumed): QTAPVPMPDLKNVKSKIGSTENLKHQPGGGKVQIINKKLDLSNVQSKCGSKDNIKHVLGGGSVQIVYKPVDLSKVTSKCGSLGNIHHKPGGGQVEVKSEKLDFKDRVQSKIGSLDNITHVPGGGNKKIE
#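 FP of Alexa 594-tau after heparin (20 uM) induction. Substrate: human K18 P301L, 15 uM unlabeled, 0.24 uM labeled. Buffer 100 mM sodium acetate pH 7. 6 hr, 37 C.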
# Tau ThT inhib = inhibitors of human tau fibril formation, thioflavin T binding; P10636; recombinant tau K18 P301L, heparin-induced fibrillization, ThT fluorescence; Potency, µM (titrated, usually from 57.4 µM), without a hit: at the top dose activity, negative = inhibition, usual class: inhibitors; actives 2.1% (n = 270,000); further: on the % scale 0 is the no-effect control and ±100 the full control effect; nearly all actives have a fitted effect of over 55% in size
#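 Heparin-induced (20 uM) aggregation of recombinant human K18 P301L tau, 15 uM unlabeled with 0.24 uM labeled, pH 7 acetate buffer, 6 hr at 37 C with compound. Fibrils quantified by 30 uM ThT fluorescence after 1 hr ambient incubation.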
# JMJD2E inh = JMJD2E (human) inhibition | JMJD2E catalytic domain, FDH-coupled NADH fluorescence (FDH is formaldehyde dehydrogenase) | AID 2147 | Potency, µM (series often up to 57.1 µM), for the others: top-dose activity change, negative = inhibition, most hits filed as inhibitors | actives 1.6% (n = 230,000); active means well fitted inhibition curve with a large enough effect, not every such curve was filed as active; inconclusive means small, poorly fitted or top-dose-only effect, or another doubt; inactive means no such curve, though single readings can be large or run the other way;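 further: 0% = wells with enzyme and -100% = buffer wells without enzyme; nearly all actives have a fitted effect of over 50% in size; many of its hits are not listed in these tables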
# Target sequence (B2RXH2 1-337 limits assumed): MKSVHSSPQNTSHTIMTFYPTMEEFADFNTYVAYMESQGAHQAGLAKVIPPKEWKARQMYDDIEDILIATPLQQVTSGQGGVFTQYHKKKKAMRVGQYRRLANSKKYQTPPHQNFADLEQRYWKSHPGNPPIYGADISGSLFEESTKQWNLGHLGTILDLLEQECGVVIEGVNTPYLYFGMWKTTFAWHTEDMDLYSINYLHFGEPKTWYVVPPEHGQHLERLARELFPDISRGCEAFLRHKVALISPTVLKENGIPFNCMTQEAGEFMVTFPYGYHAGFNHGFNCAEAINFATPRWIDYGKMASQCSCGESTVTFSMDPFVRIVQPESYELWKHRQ
# HTT ATP protect = cytoprotection in Huntington HTT-Q103 PC12 cell model; PC12 HTT-Q103 induced, cytoprotection, ATP luminescence, 40 h; Potency, µM (doses to about 56.4 µM), for inactives: cytoprotection (ATP increase), most hits filed as activators; actives 0.14% (n = 230,000); AID 1471;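 further: % of control where 0% means no effect; nearly all actives have a fitted effect of over 45% in size; toxic huntingtin expression switched on by the ecdysone agonist tebufenozide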
#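 Readout: ATPlite luminescence (ATP level). Model: stable PC12, inducible Htt exon1 Q103-GFP. Inducer: tebufenozide, 100 nM final. Compounds: dose series. No G418 in medium.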
# Tau fluor cs = counter-screen for tau fibril formation inhibitors | tau K18 P301L (four-repeat tau fragment) Alexa594 fluorescence, heparin fibrillization | Potency, µM (top dose mostly 57.7 µM), for the others: at the highest dose activity change, negative = decrease | actives 0.93% (n = 280,000) | AID 1463; further: on the % scale 0 is the no-effect control and ±100 the full control effect; nearly all actives have a fitted effect of over 55% in size
#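 Human K18 P301L tau (15 uM unlabeled plus 0.24 uM Alexa 594-labeled, final) in 100 mM sodium acetate pH 7 was mixed with compound and 20 uM heparin and incubated 6 hr at 37 C.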
# ALDH1A1 inh = blocks purified human ALDH1A1 activity; P00352; Purified ALDH1A1, NADH fluorescence, propionaldehyde substrate; Potency, µM (series often up to 75.3 µM), for inactives: at the highest dose activity, negative = inhibition, hits mostly inhibitors; actives 7.3% (n = 220,000); active means well fitted inhibition curve with a large enough effect, not every such curve was filed as active; inconclusive means small, poorly fitted or top-dose-only effect, or another doubt; inactive means no such curve, though single readings can be large or run the other way;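 further: plate controls were no enzyme wells and a reference inhibitor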
# Target sequence (P00352 whole entry, looked up): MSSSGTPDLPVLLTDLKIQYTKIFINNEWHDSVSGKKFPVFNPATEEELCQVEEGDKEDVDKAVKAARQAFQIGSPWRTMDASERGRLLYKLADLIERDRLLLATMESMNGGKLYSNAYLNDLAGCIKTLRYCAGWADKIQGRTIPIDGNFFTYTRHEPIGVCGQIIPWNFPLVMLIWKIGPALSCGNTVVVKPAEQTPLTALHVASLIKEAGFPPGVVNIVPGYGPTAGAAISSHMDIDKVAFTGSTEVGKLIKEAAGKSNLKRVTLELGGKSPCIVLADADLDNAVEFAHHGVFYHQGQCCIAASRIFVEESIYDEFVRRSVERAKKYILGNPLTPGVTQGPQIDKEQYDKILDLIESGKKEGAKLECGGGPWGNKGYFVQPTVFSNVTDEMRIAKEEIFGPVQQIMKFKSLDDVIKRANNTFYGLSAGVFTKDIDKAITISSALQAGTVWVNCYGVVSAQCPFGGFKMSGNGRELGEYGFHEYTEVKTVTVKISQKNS
# An asterisk follows results filed as active; ? = inconclusive; nt = no result given; & = joins results of further samples; [ ] = dose if it differs, or a comment. Unless noted, the call rests on the fitted dose curve; in most records, active means well fitted curve in the direction sought with a large enough effect; inconclusive means small, poorly fitted or top-dose-only effect, or another doubt; inactive means no such curve, though single readings can be large; an effect the other way counts as inactive or inconclusive. Potency means the concentration at half of the fitted maximal effect.
SMILES | SMN2 splice up | HTT ATP protect | Tau fluor cs | ALDH1A1 inh | HttQ103 aggreg | JMJD2E inh | Tau fibril FP | Tau ThT inhib
Cc1nn(-c2ccccc2)c(Cl)c1C(=O)Nc1c(C)n(C)n(-c2ccccc2)c1=O | 1% | -14%[10 µM] | -2% | ? | 4% | -5% | 6% | -5%
C/C(=N\O)C(C)(C)Nc1ccc(F)cc1 | nt | 14%[10 µM] | -6% | nt | 5%[9.22 µM] | 7% | 7% | -3%
COc1ccc(NC(=O)NCCCN2CCC(Cc3ccccc3)CC2)cc1 | nt | 18%[10 µM] | -7% | nt | -10%[9.22 µM] | 0% | 10% | nt
Nc1c([N+](=O)[O-])c(=O)oc2ccccc12 | 2% | -12% | 1% | 6% | 10% | 1% | 2% | 4%
CCOC(=O)N1CCN(C(=O)CSc2ccc(-c3ccc(OC)cc3)nn2)CC1 | -16% | -85%[inhibitor] | 4% | -4% | -12% | -1% | 2% | -15%
COc1ccc(N2CCN(C(=O)CSc3nnc(COc4cccc5cccnc45)o3)CC2)cc1 | -25% | 5% | -18% | -5% | -7% | -4% | 6% | ?
COc1ccc(/C=N/NC(=O)c2cccnc2)cc1COc1ccc(NC(C)=O)cc1 | nt | -4%[10 µM] | 2% | nt | 8%[9.22 µM] | -2% | ? | 7%
CCOC(=O)C1CCCN(CC(=O)Nc2cc(C)cc(C)c2)C1 (stereo unspecified) | 8% | -10% | 5% | 3% | 9% | -3% | 6% | 1%
CN(C)S(=O)(=O)c1cc(C(=O)OCCn2cnc3c2c(=O)n(C)c(=O)n3C)ccc1Cl | -18% | 2%[10 µM] | -6% | ? | -3% | 0% | -5% | 4%
Cn1ncc(SCc2ccccc2)c(Cl)c1=O | nt | 13%[10 µM] | -12% | -1% | 3%[9.22 µM] | 5% | -4% | ?
CCCC1=C(C(=O)OCC)C(c2c(C)nn(-c3ccccc3)c2Cl)C(C#N)=C(N)O1 (stereo unspecified) | -12% | -9% | -16% | -9% | -18% | ? | -4% | -15%
CC(=O)c1ccc(NC2=NS(=O)(=O)c3ccccc32)cc1 | 9% | nt | 0% | nt | nt | nt | -13% | -1%
O=C(NC(=S)Nc1ccc2oc(=O)ccc2c1)c1ccco1 | nt | -1%[10 µM] | -1% | nt | -11%[9.22 µM] | -1% | 1% | nt
CCCC(c1nnnn1C(C)(C)C)N1CCN(Cc2ccccc2OC)CC1 (stereo unspecified) | -29% | -10%[10 µM] | 1% | -10% | 1%[9.22 µM] | -3% | 4% | 5%
Cc1ccc(Cc2nc(-c3cccnc3)no2)cc1 | 10% | 11%[10 µM] | 6% | -5% | -5% | -14% | -1% | 7%
Cc1cc(C)n2nc(CC(=O)NCc3ccccc3Cl)nc2n1 | nt | ? | -7% | 11% | 0% | -4% | 0% | -3%
Cc1cc(NC(=O)COC(=O)CCNS(=O)(=O)c2c(Cl)cccc2Cl)no1 | 18% | -23% | 2% | 4% | -7% | 2% | 8% | 5%
CCCn1nnnc1SCC(=O)N(C(C)C)C(C)C | 7% | 6% | 4% | -9% | 12% | 5% | 6% | 0%
O=C(c1ccc2c(c1)OCO2)N1CCN(c2ccc(Cl)cc2)CC1 | -11% | 3% | -9% | ? | -18% | -5% | 3% | -11%
CCOC(=O)CCc1c(C)nc2cc(-c3ccc(F)cc3)[nH]n2c1=O | nt | -6% | -6% | 4% | 18% | ? | -2% | ?
COc1ccc(CCNC(=O)COC(=O)Cn2cnc3ccccc3c2=O)cc1 | nt | -16%[10 µM] | 7% | nt | -9%[9.22 µM] | 3% | 5% | 5%
OC(CN1C2=NCCN2c2ccccc21)c1ccc(Br)cc1 (stereo unspecified) | 1% | -21% | -2% | 17% | -4% | 1% | 2% | -3%
CC(=O)OCC1OC(Sc2cccc3cccnc23)C(OC(C)=O)C(OC(C)=O)C1OC(C)=O (stereo unspecified) | -1% | -36% | -12% | ? | 9% | ? | 6% | -10%
COC(=O)c1cc2oc3ccccc3c2n1Cc1cc(C)ccc1C | 0% | nt | -7% | nt | nt | nt | -6% | -2%
CCOc1cc2[nH]c(=S)n(CCc3ccc(OC)c(OC)c3)c(=O)c2cc1OCC | 22% | ? | -11% | -7% | ? | 3% | 0% | -10%
CN(N=O)C(=O)N[C@H]1[C@@H](O)[C@H](O)[C@H](CO)O[C@@H]1O | -4%[20.6 µM] | ? | nt | -11%[20.9 µM] | -8%[20.6 µM] | ? | nt | nt
O=C(NC(=S)N1CCCCC1)c1cccnc1 | 6% | -13% | -5% | -6% | 7%[9.22 µM] | -23% | -8% | -7%
c1ccc(CNc2ccnc(-c3ccc4c(c3)OCO4)n2)cc1 | 13µM* | -31%[inhibitor] | ? | 6% | nt | -19% | -4% | ?
COc1cccc(/C=N/NC(=O)Cn2cnc3c2c(=O)n(C)c(=O)n3C)c1 | nt | -23%[10 µM] | -9% | nt | -30%[9.22 µM] | -10% | -13% | -4%
COc1ccc(CN(CC(=O)NC2CCCC2)C(=O)CCC(=O)Nc2cc(C)on2)cc1 | -6% | 17%[10 µM] | -8% | 5% | 6% | -4% | -5% | -7%
CCOC(=O)c1ccc(N2C(=O)c3n[nH]c(-c4cccs4)c3C2c2cccc(F)c2)cc1 (stereo unspecified) | 0% | nt | ? | nt | nt | nt | ? | 1%
O=C1NC2(CCCC2)N=C1c1ccc(Cl)cc1 | 1% | 5% | -3% | 4% | -7% | 1% | 12% | -1%
CC(=O)Nc1ccc(S(=O)(=O)NCCc2ccc(S(N)(=O)=O)cc2)cc1 | 12% | -1%[10 µM] | -10% | 10% | 33% | 1% | 5% | 3%
O=C(O)CSc1nnc(-c2ccco2)o1 | -15% | -14%[10 µM] | 6% | 1% | -7%[9.22 µM] | 0% | -5% | 6%
c1ccc2sc(SSc3nc4ccccc4s3)nc2c1 | 1% | 22%&-5% | nt | 0.25µM* | 10% | nt | nt | nt
COc1cc2c(C(=O)N3CCN(c4cccc(Cl)c4)CC3)cn(CC(C)C)c(=O)c2cc1OC | 6% | -67%[inhibitor] | -15% | ? | -17% | -2% | 2% | ?
N#CCCN1CCNCC1 | ? | -15% | -1% | 6% | 8% | -4% | 5% | -7%
Clc1ccc(CSc2ccc(-c3ccco3)nn2)cc1 | ? | -36% | -11% | -5% | -11% | -6% | -9% | -18%
COc1cc(-c2nn3c(COc4ccccc4)nnc3s2)cc(OC)c1OC | 11% | -33% | -15% | ? | -13% | ? | -13% | ?
COC(=O)/C=C1/SC(=Nc2ccc(C)cc2C)NC1=O | 6% | -1% | -6% | -4% | 12% | -6% | -3% | ?
O=C(NCC1CCCO1)C1c2ccccc2C(=O)N1Cc1ccc2c(c1)OCO2 (stereo unspecified) | 3% | 11% | 0% | 0% | -25% | 4% | 4% | -4%
Cc1ccc(-c2csc3ncn(CC(=O)N4CCOCC4)c(=O)c23)cc1 | -10% | -1% | 1% | 8% | 16% | 2% | -2% | 0%
CCCn1c(=O)c(C(=O)c2ccccc2)nc2ccccc21 | 19% | -1% | -4% | -20% | 8% | 1% | 4% | -6%
CC(C)(C)c1ccc(C2CC2C(=O)N/N=C\c2cc3ccccc3nc2Cl)cc1 (stereo unspecified) | -38%[inhibitor] | -31% | 4% | -4% | -8% | -6% | 0% | -1%
Nc1cc(-c2nc3ncccc3o2)ccc1Cl | 10µM* | -20%[10 µM] | 0% | ? | -8% | 4% | 2% | 2%
CCOC(=O)c1ccc(NC(=O)c2cc3sccc3n2Cc2ccc(Cl)cc2)cc1 | -19% | nt | -24% | nt | nt | nt | ? | ?
CCOC(=O)c1nn(-c2ccccc2)c(C)c1C(C)=O | -13% | 1% | -1% | -7% | 0% | 2% | 2% | -12%
CC1=CS(=O)(=O)CC1Sc1nc(C)n[nH]1 (stereo unspecified) | 5% | -26% | 9% | 12% | 1% | -3% | 4% | 5%
CC1CC(=O)Nc2cc([N+](=O)[O-])ccc2N1 (stereo unspecified) | nt | -5%[10 µM] | -18% | nt | -24%[9.22 µM] | 1% | -6% | nt
CCC(C)C(=O)NCCc1ccc(S(N)(=O)=O)cc1 (stereo unspecified) | 28% | 6%[10 µM] | 14% | 11% | 18% | -2% | 2% | 9%
Cc1ccc(C2C3=C(Nc4[nH]n(-c5ccccc5)c(=O)c42)c2ccccc2C3=O)cc1 (stereo unspecified) | 0% | 16%[0.074 µM] | ? | 11µM* | 15% | 2% | ? | 7.9µM*
COc1ccc(S(=O)(=O)N2CCC[C@H]2C(=O)NCc2ccc(Cl)cc2)cc1 | nt | ? | -12% | nt | -24%[9.22 µM] | -5% | 9% | -7%
O=C(Nc1cccc2ccccc12)C(=O)C1C(=O)Nc2ccccc21 (stereo unspecified) | nt | 17%[10 µM] | -19% | nt | -20%[9.22 µM] | ? | 16% | nt
CCCS(=O)(=O)c1c(S(=O)(=O)CCC)c2c3ccccc3ccn2c1C(N)=O | 0% | 5% | -1% | 9% | 2% | -12% | -4% | -2%
Cc1cc(=O)[nH]c(SCC(=O)Nc2ccc(C)c(S(=O)(=O)N3CCCCC3)c2)n1 | nt | 4%[10 µM] | 1% | nt | 21%[9.22 µM] | -11% | -2% | 2%
Cc1nn(-c2ccccc2)c(N2CCCC2)c1/C=N/NC(=S)Nc1ccccc1C(F)(F)F | -5% | 15%[10 µM] | ? | ? | -4% | ? | 10% | ?
Cc1ccc(CN2CCC(C(=O)NCCC(C)C)CC2)o1 | nt | -11% | -1% | -12% | 32% | -28% | 0% | -17%
O=C(CSc1nnc(-c2cccnc2)n1Cc1ccco1)c1ccccc1 | 2% | 1% | -4% | ? | 27% | 3% | 3% | ?
Cc1ccc(C(=O)Nc2ccc(F)cc2F)o1 | -8% | -8% | -15% | -6% | 5% | 2% | 1% | ?
O=C(Nc1ccccc1)c1ccccc1NS(=O)(=O)c1ccc(Cl)s1 | -104%[inhibitor] | 9%[10 µM] | -28% | 0% | 1% | -8% | 3% | ?
O=C(NCCCN1CCOCC1)C(C(=O)c1ccccc1)n1ccccc1=O (stereo unspecified) | 2% | -3%[10 µM] | -1% | -15% | ? | -7% | -4% | -2%

# A portion of the library; the hit share may differ from the screen's.
